Assay outcomes as filed in PubChem BioAssay.
TRPML3 agonist: human mucolipin-3 channel agonism. Q8TDD5. HEK293 TRPML3-YFP, Fluo-8 calcium fluorescence; 100% = the carbachol control signal. activation, % at 3 µM. actives 0.29% (n = 220,000). AID 1448;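 active means activation above its plate's cutoff, the mean activation of the plate's test wells plus 3 SD, cut at about 12% in these data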;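 further: 0% = DMSO only wells and 100% = carbachol wells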
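system = HEK293 cells stably carrying human TRPML3-YFP | doses = one concentration, 3 µM nominal, 0.3% DMSO | timing = dye loading 1 h 37 °C then 30 min ambient, 125 s read | detection = Fluo-8 calcium dye fluorescence, ex 470-495, em 515-575 nm | benchmarks = high control carbachol 87 µM, low control DMSO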
BaF3 parental: counter-screen for JAK2V617F inhibitors: parental Ba/F3 viability inhibitors; CellTiter-Glo ATP luminescence; inhibition, % at 5.6 µM; actives 1.1% (n = 220,000);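 active means inhibition above a per-campaign cutoff, the mean inhibition of all tested compounds plus 3 SD, cut at about 27% in these data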;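 further: 0% = DMSO wells and 100% = JAK Inhibitor I control wells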
PPC-1+TRAIL kill: kills PPC-1 cancer cells in the presence of TRAIL | PPC-1 cells + TRAIL, ATPLite viability luminescence | cell killing (% activity), % at 4 µM | actives 0.41% (n = 220,000);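 active means cell killing above 50% in the first pass at 4 µM, then a duplicate retest at 5 µM averaging 50% or more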;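 further: plate controls were cells with TRAIL plus DMSO for no effect and medium-only wells lacking cells for full effect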
RBBP9 inh: blocks human serine hydrolase RBBP9. O75884. recombinant RBBP9, FP-Rh probe fluorescence polarization. inhibition, % at 7.94 µM. actives 0.2% (n = 220,000);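 active means inhibition above the campaign mean of all tested compounds plus 3 SD, cut at about 14% in these data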;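 further: plate controls were DMSO wells with RBBP9 for no effect and wells lacking RBBP9 protein for full effect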
Target sequence (O75884 whole entry, looked up): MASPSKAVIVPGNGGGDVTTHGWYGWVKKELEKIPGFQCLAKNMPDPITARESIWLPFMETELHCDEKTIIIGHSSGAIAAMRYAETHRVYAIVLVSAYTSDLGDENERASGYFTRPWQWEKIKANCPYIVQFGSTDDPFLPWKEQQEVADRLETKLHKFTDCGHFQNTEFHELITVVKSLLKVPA
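Test system: recombinant human RBBP9; Timing: 30 min then 45 min, 25 °C; Detection: fluorescence polarization; Control set: RBBP9 with DMSO as uninhibited control, no-protein wells as full inhibition; Compound dosing: one concentration, 7.94 µM nominal, 0.794% DMSO; Probe or stimulus: FP-Rh activity-based probe, 375 nM before mixing.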
CHOP inhibitor: inhibitors of CHOP induction in ER stress response; CHO-K1 CHOP-promoter luciferase, tunicamycin-induced, 15-18 h; inhibition, % at 10 µM; actives 3.8% (n = 220,000); AID 2732;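 active means compounds that reduced the stress-induced luciferase reporter signal by more than about 70% of percent inhibition, limit read from the data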;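 further: 0% = tunicamycin plus vehicle and 100% = wells without tunicamycin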
Wee1 degr inh: blocks degradation of human Wee1 kinase; reporter increase, % at 5 µM; P30291; HeLa Luc-Wee1K328M stability, luciferase luminescence; 100% = proteasome inhibitor MG132 effect; actives 1.2% (n = 220,000);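 active means activation above the mean of all tested compounds plus 3 SD, set per screening run, cut at about 8.8% in these data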;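 further: cells exposed to compound for 20 h before luminescence read; 0% = DMSO alone and 100% = MG132 at 30 µM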
Target sequence (P30291 whole entry K328M): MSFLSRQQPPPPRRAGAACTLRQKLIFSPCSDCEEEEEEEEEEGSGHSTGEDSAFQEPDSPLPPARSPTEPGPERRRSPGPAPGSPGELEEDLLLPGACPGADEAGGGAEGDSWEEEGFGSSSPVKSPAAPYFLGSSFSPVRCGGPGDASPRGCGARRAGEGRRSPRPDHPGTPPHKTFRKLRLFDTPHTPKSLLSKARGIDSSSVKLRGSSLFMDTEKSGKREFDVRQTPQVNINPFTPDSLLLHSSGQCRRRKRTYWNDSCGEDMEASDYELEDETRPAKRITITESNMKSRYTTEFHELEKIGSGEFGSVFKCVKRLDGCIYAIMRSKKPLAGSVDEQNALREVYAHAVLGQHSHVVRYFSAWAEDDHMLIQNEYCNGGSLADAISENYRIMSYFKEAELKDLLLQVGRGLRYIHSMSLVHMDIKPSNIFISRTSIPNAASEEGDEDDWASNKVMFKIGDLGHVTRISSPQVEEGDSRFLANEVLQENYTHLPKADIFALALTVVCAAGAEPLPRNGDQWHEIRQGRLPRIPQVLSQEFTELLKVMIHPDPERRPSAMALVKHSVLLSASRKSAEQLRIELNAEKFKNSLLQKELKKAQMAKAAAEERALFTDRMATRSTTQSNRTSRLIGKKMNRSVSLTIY
Ba/F3 V617F tox: loss of viability in JAK2V617F-driven Ba/F3 cells. Ba/F3 EpoR-JAK2V617F viability, ATP luminescence. inhibition, % at 5.6 µM. actives 1.1% (n = 220,000). AID 1446;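 active means inhibition above the campaign mean plus 3 SD over all tested compounds, cut at about 24% in these data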;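 further: cytokine-independent growth of Ba/F3 cells driven by EpoR plus mutant JAK2; 0% = DMSO-treated cells and 100% = JAK inhibitor I control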
TNF necrop inh: inhibitors of TNF-alpha induced necroptosis in Jurkat FADD-/- cells; AID 463075; activation (protection from cell death), % at 10 µM; Jurkat FADD-/- TNF necroptosis rescue, ATP luminescence, 24 h; 0 = TNF only, 100 = no-TNF cells; actives 0.068% (n = 220,000);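 active means activation, meaning protection from cell death, of at least 50% relative to plate controls; inactive means activation below 50%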;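 further: necroptosis triggered by 40 ng/mL TNF-alpha added together with compound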
TRPN1 ag: zebrafish TRPN1 (NompC) channel agonism; HEK293 zebrafish TRPN1-YFP, Fluo-8 calcium fluorescence; 100% = response to 87 µM carbachol; activation, % at 3 µM; actives 0.18% (n = 220,000); AID 1424;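 active means activation above its plate's cutoff, the mean activation of test wells on that plate plus 3 SD, cut at about 19% in these data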;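 further: 0% = DMSO alone and 100% = 87 µM carbachol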
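Control set: carbachol 87 µM as high control, DMSO as low control; system: HEK293 stable line with zebrafish TRPN1-YFP; read-out: % activation versus carbachol response; detection: intracellular calcium fluorescence with Fluo-8; doses: single test compound dose, 3 µM nominal, 0.3% DMSO; schedule: dye 1 h 37 °C plus 30 min RT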
The depositor's hits bear a star; nt = no result given.

Compound	CHOP inhibitor	Ba/F3 V617F tox	RBBP9 inh	PPC-1+TRAIL kill	BaF3 parental	TNF necrop inh	TRPML3 agonist	Wee1 degr inh	TRPN1 ag
COc1ccc(CCN(Cc2cccs2)S(=O)(=O)c2ccc(S(=O)(=O)N(C)C3CCCCC3)cc2)cc1OC	14	-1	-7	7	6	2.1	0.7	-1	0.0
Cc1ccc(-c2nnc(SCC(=O)N3CCCC3)o2)cc1	-9	2	-6	10	1	-4.0	0.3	-1	0.1
O=S(=O)(Nc1ccccc1F)c1ccc2nsnc2c1	25	-2	-4	-1	1	5.3	-0.5	-2	-0.8
Cc1ccc(C(=O)n2nc(C#N)c(C#N)c2N)cc1	-5	1	-6	15	1	1.7	0.3	4	0.9
Cc1ccc(Nc2nnc(SCC(=O)Nc3ncc(C(F)(F)F)cc3Cl)s2)cc1	74*	-2	-7	4	5	0.5	0.5	5	0.4
COc1c(Cl)cc(Cl)cc1C(=O)Nc1ccccc1N1CCN(C(C)=O)CC1	nt	0	-4	nt	0	1.9	0.4	0	1.8
Cc1ccc2nsnc2c1NC(=O)COc1ccccc1F	33	1	-8	-2	9	-0.8	0.6	7	-1.3
COc1ccc(N=Cc2sc3ccccc3c2Cl)cc1	53	2	-7	-12	2	-6.7	0.7	-2	-0.5
O=C(Cc1ccc(Cl)cc1)NN1C(=O)c2ccccc2C1=O	6	-1	3	9	6	1.0	0.3	0	-1.4
NC(=O)COC(=O)CSc1ccc2ccccc2c1	12	0	-7	-26	1	0.6	1.4	3	-0.3
N#CC(C#N)=CNc1cccnc1	8	-2	-5	12	-1	0.0	1.2	-1	1.3
COC(=O)C(C)(C)ONC(=O)Nc1ccccc1Cl	1	0	-8	20	9	0.5	0.8	-2	0.2
CC(C)(C)c1ccc(C(=O)NC(=S)NCc2cccnc2)cc1	36	1	-3	17	6	-1.4	-0.8	1	-0.6
COc1ccc(NC(=O)CC2Nc3ccccc3NC2=O)c([N+](=O)[O-])c1 (configuration not stated)	-3	-4	4	8	-2	-0.9	0.2	3	-0.2
CC(=O)CSc1nc(-c2cccs2)c(C#N)c(=O)[nH]1	-13	-5	4	-15	1	0.4	0.1	-2	1.2
Cc1ccc(S(=O)(=O)Nc2ccc(Br)cc2C(NCC(=O)O)c2ccccc2)cc1 (configuration not stated)	7	0	-6	7	-1	0.7	0.1	2	0.0
CCOC(=O)c1ccc(COC(=O)CNC(=O)CNC(=O)c2ccc(OC)cc2)o1	-21	-4	3	15	3	-2.0	0.1	5	0.1
COCC(=O)Nc1sc2c(c1C(=O)OC)CCCC2	-16	3	-7	25	7	-3.4	-1.0	2	-0.4
Cc1oc(-c2cccc(Cl)c2)nc1CN1CCCC(C(=O)NCc2ccco2)C1 (configuration not stated)	41	2	-6	-21	0	-0.1	-0.7	-2	-1.0
O=C(NCc1cccs1)C1CCCN1C(=O)Nc1cccc(F)c1 (configuration not stated)	-9	4	-6	8	8	-0.4	0.6	-2	-0.3
Cc1scc(C(=O)N2CCN(c3ccc(Cl)cc3)CC2)c1C	40	0	-4	13	7	0.2	1.5	-1	2.2
COc1ccc(-c2nn(-c3ccccc3)cc2/C=C2/SC(=S)N(Cc3ccco3)C2=O)c(C)c1	-23	-1	-7	12	5	-6.1	0.5	-2	0.6
COc1ccc(CCNC(=O)COC(=O)C2CCCCC2)cc1	9	-2	5	15	-4	1.7	0.6	-1	-0.5
COc1cccc(-n2nc(-c3ccnn3-c3ccccc3)c(=O)n(C)c2=O)c1	8	0	-13	0	3	0.9	-0.4	-3	-1.1
O=S(=O)(/C=C/c1ccccc1)N1CCN(c2nc(-c3ccccc3)nc3ccccc23)CC1	2	-2	-1	-11	-1	5.6	1.0	1	-0.2
C/C(=N\O)c1cc(Cl)cc(Cl)c1O	23	0	7	17	1	-0.8	0.7	-2	0.9
O=C1OCCN1CCNCc1cn(-c2ccc(F)cc2)nc1-c1ccccc1Cl	17	-4	-6	25	2	1.0	0.8	-4	-1.1
Cc1ccc(NC(=S)N(Cc2cccs2)Cc2cc3cc(C)cc(C)c3[nH]c2=O)cc1	22	-4	-4	2	0	1.5	0.5	-1	-1.5
O=S(=O)(N1CCOCC1)N1CCN(c2ccccc2F)CC1	-23	-2	-3	10	2	-0.8	-0.1	0	0.7
Cc1ccccc1Cn1c(=N)n(CC(=O)c2ccc([N+](=O)[O-])cc2)c2ccccc21	84*	-3	1	5	-2	-14	0.8	-1	0.3
Cn1c(=O)c2c(nc(CN3CCN(c4ccccc4)CC3)n2CCc2ccccc2)n(C)c1=O	nt	0	-2	nt	5	-1.9	-0.4	0	-0.8
Cc1ccc(C(C)C)cc1OCC(=O)N/N=C/c1ccc2c(c1)OCCO2	22	-3	-3	5	4	2.2	0.1	5	-2.1
COc1ccc(N/C(C)=C2/C(=O)C(=O)N(CCO)C2c2ccc([N+](=O)[O-])cc2)cc1 (configuration not stated)	-12	-5	1	14	3	-0.2	1.5	-1	-0.8
O=c1c2ccccc2nc2c3ccccc3cnn12	-20	0	1	6	7	-1.2	0.2	4	0.6
COc1ccc(CNC(=O)C(C)Sc2nc3ccccc3c(=O)n2CCCN2CCOCC2)cc1 (configuration not stated)	-1	-1	-1	19	3	1.5	0.1	6	-0.1
Cc1nnc(-c2cccc(Br)c2)c2cn(-c3cccc(Br)c3)nc12	75*	0	1	3	-6	-6.1	-0.7	-1	-1.6
O=S(=O)(c1ccc(Cl)c(Cl)c1)c1snnc1-c1ccccc1	54	58*	1	-14	42*	-23	-0.4	1	-0.6
Cc1ccccc1CCN(C(=O)CN1C(=O)c2ccccc2S1(=O)=O)C(C(=O)NCC1CCCO1)c1ccncc1 (configuration not stated)	0	-3	-3	7	-2	1.8	0.5	-1	-1.0
O=C(OCCNc1ncc(C(F)(F)F)cc1Cl)c1ccc(S(=O)(=O)N2CCOCC2)cc1	3	0	-6	3	7	-0.8	10	1	0.3
C/C(O)=C(/C=Nc1ccccc1)C(=O)Nc1ccccc1	29	2	-6	12	4	0.3	0.4	-1	-1.0
CC(C)Sc1nc2c(c(=O)[nH]c(=O)n2C)n1C	9	1	0	17	8	-1.5	0.5	-3	2.6
C=CCC(=O)OCC(=O)Nc1ccc(Cl)cn1	15	-7	-2	-21	2	2.7	0.8	-1	-0.2
COc1ccccc1NC(=O)c1oc2ccccc2c1NC(=O)c1cc(OC)c(OC)c(OC)c1	nt	1	-6	nt	6	-1.3	0.6	3	-2.1
Cc1ccc(OCc2nnc(SCC(=O)c3cccs3)n2-c2ccccc2)cc1C	19	-2	-7	33	5	0.9	0.4	-2	0.5
CC(C)Cn1c(N)c(C(=O)COC(=O)c2ccc([N+](=O)[O-])o2)c(=O)n(C)c1=O	-34	5	2	14	7	-5.9	3.1	16*	5.7
CC(=O)Nc1cc(C(F)(F)F)ccc1N1CCOCC1	21	-1	-3	-15	4	0.7	0.8	4	-0.9
O=C(CCCn1c(=O)c2sccc2n(Cc2cc(=O)n3ccccc3n2)c1=O)NCc1ccco1	18	-2	-8	-17	3	0.8	0.6	3	0.6
CN(C)CCCn1c(N)c(C#N)c2nc3ccccc3nc21	11	4	-2	12	0	0.1	0.8	6	3.0
CC(C)N1CCN(Cc2cn[nH]c2C2CCCCC2)CC1CCO (configuration not stated)	1	-2	3	-6	5	0.1	0.4	1	1.4
COc1cccc(-n2nnc3c(=O)n(CC(=O)N4CCCCC4)cnc32)c1	23	-1	-1	0	0	-0.2	-0.4	-1	0.4
CC(C)C(=O)Nc1ccc(-c2nc3ccccc3c(=O)o2)cc1	1	-1	-4	31	2	0.3	-0.5	0	-1.1
Cc1ccc(Cl)cc1NC(=O)C1CCN(S(C)(=O)=O)CC1	15	-2	-2	10	2	3.4	0.5	0	-0.1
CN(C)Cc1cc(C(C)(C)C)cc(C(C)(C)C)c1O	0	-4	-5	12	-3	-3.0	1.2	2	0.8
O=C1CCC(C(=O)NCc2cccnc2)N1 (configuration not stated)	11	0	0	-8	2	-0.6	0.5	-1	-1.0
CC(C)n1c(-c2cccnc2)nc2cnccc21	28	0	-9	-8	3	1.7	0.9	-1	1.0
C=CCNCCOc1cccc(Br)c1	9	0	-5	38	9	1.7	1.2	3	0.7

(list continues)
Compound	CHOP inhibitor	Ba/F3 V617F tox	RBBP9 inh	PPC-1+TRAIL kill	BaF3 parental	TNF necrop inh	TRPML3 agonist	Wee1 degr inh	TRPN1 ag
O=C(Nc1ccc2c(c1)CCC2)c1cccc(S(=O)(=O)Nc2ccccc2Cl)c1	33	-1	-5	-1	6	1.3	-0.2	1	-1.6
Cc1ccc(C(=O)N/N=C\c2ccc(-c3ccc([N+](=O)[O-])cc3)o2)cn1	14	-2	-4	0	1	-0.3	1.0	-2	2.2
C/C(=N\Nc1ccc(C(=O)O)cc1)c1ccc2c(c1)Nc1ccccc1S2	8	-1	6	7	1	0.8	0.2	-2	-1.7
Cc1ccc2c(c1)c1nc3ccccc3nc1n2CCN1CCOCC1	43	1	-10	26	7	-1.3	0.3	2	0.3

Seven compounds from above, sorted by length of the SMILES, highest first:
Compound	CHOP inhibitor	Ba/F3 V617F tox	RBBP9 inh	PPC-1+TRAIL kill	BaF3 parental	TNF necrop inh	TRPML3 agonist	Wee1 degr inh	TRPN1 ag
O=C(Nc1ccc2c(c1)CCC2)c1cccc(S(=O)(=O)Nc2ccccc2Cl)c1	33	-1	-5	-1	6	1.3	-0.2	1	-1.6
C/C(=N\Nc1ccc(C(=O)O)cc1)c1ccc2c(c1)Nc1ccccc1S2	8	-1	6	7	1	0.8	0.2	-2	-1.7
CC(C)C(=O)Nc1ccc(-c2nc3ccccc3c(=O)o2)cc1	1	-1	-4	31	2	0.3	-0.5	0	-1.1
Cc1ccc2c(c1)c1nc3ccccc3nc1n2CCN1CCOCC1	43	1	-10	26	7	-1.3	0.3	2	0.3
CC(C)n1c(-c2cccnc2)nc2cnccc21	28	0	-9	-8	3	1.7	0.9	-1	1.0
O=C1CCC(C(=O)NCc2cccnc2)N1 (configuration not stated)	11	0	0	-8	2	-0.6	0.5	-1	-1.0
C=CCNCCOc1cccc(Br)c1	9	0	-5	38	9	1.7	1.2	3	0.7
